# human PMI inhibitors = human PMI inhibitors, high substrate, primary screen, biochemical, fluorescence intensity, high mannose 6-phosphate (AID 1220); Mannose-6-phosphate isomerase (Homo sapiens); one-dose inhibition, % at 20 µM; IC50 in µM for titrated hits; 190,000 tested, 0.66% active; recombinant PMI enzyme, coupled fluorescence intensity; higher % means a stronger effect
# Dynein transport = inhibitors of GR-EGFP nuclear translocation, primary screen, dynein cargo transport inhibitor project, imaging, high-content, 3617.4 mouse cells; 220,000 tested, 0.47% active; z-score, hits read low; AID 1381, 2008; test concentration mostly 20 µM; stimulated with dexamethasone, 1 µM; stronger effect = lower value;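 active = plate z-score of nuclear minus cytoplasmic receptor signal below a set negative limit, without overly bright fluorescence or cell loss, cut at about -3.5 in these data, passing the limit was not always enough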;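 note: z-score of nuclear minus cytoplasmic ring GR-EGFP intensity difference per well; some compounds called inactive have numbers as strong as hits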
#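 Buffer or medium: tetracycline-free induction medium containing charcoal-stripped FBS / Reagent: dexamethasone agonist, 1.0 µM final, for 30 min / Technique: automated 10x imaging of fixed Hoechst-stained cells / Times: induction 48 h, compound 1 h, agonist 30 min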
# Autophagy mod = autophagy modulators in MEF cells, primary screen, imaging, high-content, MEF GFP-LC3. MEF GFP-LC3 puncta imaging; test concentration mostly 10 µM. calls only at 10 µM (by protocol). 190,000 tested, 0.98% active;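 active = percentage of spot-positive cells more than 3 SD above its plate mean, without a fluorescence outlier flag or 80% toxicity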;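 note: spot-positive cell cutoff set from DMSO-treated cells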
# WT yeast gro inh = growth inhibition of WT strain, primary screen, mitochondrial fusion inhibitor project, WT and mutant strains, chemical genetic; AID 1362, 2008; inhibition, % at 10 µM; mitochondrial fusion phenotypic screen; 190,000 tested, 2.1% active; in the data active = inhibition above about 58%; tested in S. cerevisiae
# Yfh1-off respiration = enhancers of respiration in Yfh1-depleted yeast, dose response, Friedreich's ataxia, plus single-dose screen (AID 1465) | S. cerevisiae Yfh1-off respiration, WST-1 reduction, 72 h; higher fold induction means a stronger effect | fold induction at 50 µM; hits with a dose series show EC50 in µM | 220,000 tested, 0.074% active;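 active = fold induction of absorbance versus untreated yeast above a set limit, then at least 30% activation at any dose in follow-up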;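 note: activators that raise dye reduction in frataxin-depleted yeast; strong numbers were not always called active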
# Insulin prom up = insulin promoter activators in MIN6 cells, imaging, high-content screening, mouse beta cells; z-score at 5 µM; MIN6 insulin promoter-GFP reporter; stronger effect = higher value; AID 1625, 2009; 190,000 tested, 0.3% active;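 active = z-score above 3 at 5 µM with at least 500 cells counted in the well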
# human PMI inhibition = inhibitors of human PMI, primary screen, biochemical, fluorescence intensity, coupled assay (AID 1209) | purified PMI enzyme, coupled fluorescence intensity; higher % means a stronger effect | inhibition, % at 20 µM; hits with a dose series show IC50 in µM | 190,000 tested, 0.42% active | Mannose-6-phosphate isomerase (Homo sapiens);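 note: plate controls were DMSO vehicle for no effect and wells lacking substrate for full effect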
# bCat nuc transl = modulators of beta-catenin nuclear translocation, primary screen, imaging, HeLa cells, immunofluorescence, high-content. nuclear translocation activity, % at 5 µM. 190,000 tested, 0.3% active;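 active = nuclear translocation activity above 50% at 5 µM, with a well cell count of 50 or more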;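 note: per-cell ratio of nuclear to cytoplasmic median beta-catenin stain intensity; plate controls were DMSO negative control for no effect and GSK-3 inhibitor IX positive control for full effect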
#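 Read-out: Nuclear/cytoplasmic beta-catenin signal ratio, % activation | Assay system: Human HeLa cell line | Times: 24 h compound exposure at 37°C, 5% CO2 | Signal: Fluorescence imaging of beta-catenin antibody stain plus DAPI | Dosing: 5 µM primary, 0.02–20 µM confirmation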
# MT stabilizer = microtubule stabilizers in HeLa cells, primary screen, imaging, high-content imaging | HeLa tubulin immunostaining HCS, 24 h; share of cells brighter than vehicle mean+2SD | % tubulin-high responders, % at 10 µM | 200,000 tested, 0.83% active;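 active = plate Z-score above 3 for both tubulin-high and condensed-nucleus cell shares, with cell loss under 80%, at 10 µM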;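 note: anti alpha tubulin signal scored within the nucleus-defined area of each cell; some results filed as inactive read as strong as hits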
# WT yeast gro inh mutant strain = recorded beside WT yeast gro inh, whose call it bears; inhibition, %; mitochondrial fusion phenotypic screen, mutant strain inhibition
# Dynein transport cytoplasmic EGFP = recorded beside Dynein transport, whose call it bears; z-score; measured here: cytoplasmic GR-EGFP intensity; stronger effect = higher value
# Dynein transport nuclear GR-EGFP = second read-out of Dynein transport, no call of its own (marks repeat the call); z-score; measured here: nuclear GR-EGFP intensity;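 lower value marks the stronger effect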
# Dynein transport cell count = further read-out of Dynein transport, marked with its call; z-score; measured here: cell count per field
# Insulin prom up cell count = recorded beside Insulin prom up, whose call it bears; cell count; measured here: cytotoxicity, nuclei count;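 total cells summed across four imaged fields per well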
# bCat nuc transl cell count 5 µM = further read-out of bCat nuc transl, marked with its call; cell count; measured here: cell count, cytotoxicity flag
# MT stabilizer Hoechst-high % = also measured in MT stabilizer; calls as there; % Hoechst-high responders; measured here: nuclear condensation Hoechst responders;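 share of cells brighter than vehicle mean plus two SD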
# MT stabilizer cytotoxicity % = recorded beside MT stabilizer, whose call it bears; toxicity, %; measured here: cytotoxicity by cell density;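 0% = mean cell density of plate MIN control wells and 100% = no cells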
# Autophagy mod cell loss 18 h = recorded beside Autophagy mod, whose call it bears; toxicity, %; measured here: cell loss, nuclei count;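 cell loss after 18 h compound exposure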
# Active calls of the source: *; i = inactive; · = not tested or not shown. Cut-off read from the data, not from the text of the source, unless noted: active = inhibition above about 50%; inactive = the rest.
SMILES,human PMI inhibitors,Dynein transport,Dynein transport cytoplasmic EGFP,Dynein transport nuclear GR-EGFP,Dynein transport cell count,Autophagy mod,Autophagy mod cell loss 18 h,WT yeast gro inh,WT yeast gro inh mutant strain,Yfh1-off respiration,Insulin prom up,Insulin prom up cell count,human PMI inhibition,bCat nuc transl,bCat nuc transl cell count 5 µM,MT stabilizer,MT stabilizer Hoechst-high %,MT stabilizer cytotoxicity %
COC(=O)c1ccc(C23CC4(C2)[C@H](CN(CC2CCCCC2)[C@@H]4c2ccccc2)C3c2ccc(Cl)nc2)cc1 (stereo partly specified),·,2.09,-0.647,1.15,-1.51,·,·,·,·,i,-0.13,677,·,-2.4,1122,·,·,·
Cc1cc(C)c2c(N)c3cccc(C)c3nc2n1,5.4%,0.65,-0.184,0.576,-0.284,i,51.0,11.7,10.5,i,-1.13,1091,-1.9%,-2.9,304,13.2*,38.7*,39.6*
CCCCC(=O)NC(=S)Nc1cc(C(=O)O)ccc1Cl,-1.9%,-0.422,-0.131,-0.0974,-0.507,i,-8.7,-2.7,-8.8,i,-0.66,1225,-0.9%,-0.3,1069,1.7,2.3,8.9
CNC(=O)COC(=O)c1ccc(NS(=O)(=O)c2ccc3c(c2)OCCO3)cc1,-3.2%,-0.323,-0.316,-0.26,0.396,i,4.2,7.8,-1.6,i,-0.97,1275,-10.1%,-4.1,1116,3.3,1.9,1.6
Cc1ccc(-n2ncc(C(=O)NCc3ccc4c(c3)OCO4)c2NC(=O)c2ccco2)cc1C,8.7%,3.98,0.0429,2.35,-1.87,i,-6.4,-12.6,-5.7,i,0.03,1193,12.3%,4.9,1148,4.3,2.0,1.4
O=c1cc(C(F)(F)F)[nH]c2ccccc12,·,0.0197,-0.194,-0.0858,0.0213,·,·,·,·,i,1.28,1436,·,-0.6,1370,·,·,·
COc1ccc(S(=O)(=O)N(C(C)=O)c2ccc(OC(C)=O)c3ccccc23)cc1[N+](=O)[O-],24.4%,-0.255,-0.119,-0.349,-0.196,i,13.4,-13.3,-1.6,i,-0.88,1216,13.8%,0.9,1126,7.2,3.7,4.4
CCC(=O)N(NC1=NS(=O)(=O)c2ccccc21)S(=O)(=O)c1ccc(C)cc1,-15.1%,1.61,-0.0528,1.33,-1.41,i,-9.3,4.8,10.0,i,-0.39,1506,-13.4%,-0.3,996,1.5,0.9,1.8
O=C(NNC(=O)c1cnccn1)c1cccc([N+](=O)[O-])c1,36.4%,-0.313,-0.227,0.203,-0.633,i,1.9,-20.7,2.5,i,·,·,33.1%,5.6,370,2.2,1.4,1.5
CC(C)c1nc(SCC(=O)c2c[nH]c3ccccc23)n[nH]1,·,0.433,-0.16,-0.0552,-0.104,·,·,·,·,i,-0.1,1488,·,-1.3,1325,·,·,·
O=C(c1cccc(S(=O)(=O)N2CCCC2)c1)c1nnc(-c2ccncc2)o1,6.7%,0.434,-0.228,-0.0642,0.527,i,-9.2,-13.4,-8.8,i,-0.81,1125,-2.5%,-5.4,948,2.2,1.7,4.6
COc1cccc(-c2noc(-c3ccoc3C)n2)c1,5.7%,-1.08,-0.119,-0.523,0.983,i,0.8,14.0,13.8,i,-0.17,1270,7.7%,-0.8,1128,2.7,2.2,8.9
COc1cc(C=O)ccc1Oc1cnccn1,-1.3%,0.393,0.159,-0.0903,-0.117,i,2.8,-3.3,-28.2,i,-0.16,1450,1.9%,1.0,1534,1.8,1.9,5.3
COc1ccc(-n2c(=O)c3ccccc3n(Cc3cccc(C)c3)c2=O)cc1OC,4.5%,-0.521,-0.347,-0.384,0.169,i,9.1,-21.4,-3.6,i,2.54,1205,4.2%,0.0,1049,2.9,2.5,6.4
Fc1ccc(F)c(CN2CCN(c3ncccn3)CC2)c1,-7.6%,-0.413,-0.0727,0.384,-0.0799,i,-5.6,6.4,10.1,i,1.13,1176,-1.7%,·,·,4.4,1.3,7.1
COc1ccc(/C(N)=N/OC(=O)c2ccc(C)c([N+](=O)[O-])c2)cc1,9.7%,-0.533,-0.0369,-0.271,1.06,i,1.2,·,·,i,·,·,8.5%,-8.9,1106,2.3,2.8,8.4
COc1ccc(/C=N/Nc2nnc(-c3ccccc3)c(=O)[nH]2)cc1,8.9%,-0.0303,-0.234,-0.128,0.674,i,-4.3,22.8,0.0,i,0.02,1375,18.5%,0.7,1045,5.6,1.7,3.5
O=C(CSc1nnc(-c2c[nH]c3ccccc23)o1)N1CCCCC1,4.1%,-0.977,-0.203,-0.357,0.609,i,-11.9,-16.9,-5.9,i,0.7,1500,10.1%,-4.5,957,3.8,2.4,0.3
O=C1CCC(=O)N1OCCCOc1ccccc1,-4.4%,0.593,-0.27,0.279,-0.515,i,-3.3,-6.0,6.6,i,·,·,-0.7%,·,·,1.7,1.3,1.7
N#Cc1c(-c2ccccc2)[nH]c(=O)[nH]c1=O,6.5%,0.446,-0.207,0.385,0.0572,i,12.6,4.6,1.4,i,0.66,1003,-11.2%,-0.3,991,5.3,2.1,5.2
COc1cccc(NC(=O)Nc2ccc(C)c(Cl)c2)c1,-2.5%,-0.575,-0.124,-0.296,0.17,i,17.5,-1.8,-29.6,i,·,·,-16.4%,0.5,1537,1.0,1.0,6.1
COc1ccc(C(=O)CNc2ccccc2C#N)cc1,-2.1%,0.647,-0.364,0.567,0.406,i,3.4,5.0,2.8,i,0.22,1320,-2.6%,1.5,1072,4.3,1.6,7.9
COc1cccc(C(=O)NCc2nnc(SCC(=O)Nc3nccs3)n2-c2ccccc2)c1,1.0%,-0.43,-0.253,-0.167,0.348,·,·,7.0,-10.3,i,0.06,1183,-10.7%,-2.7,1190,2.9,2.5,7.9
Clc1cccc(-c2ccnc3nc(-n4cccc4)nn23)c1,-0.1%,-0.168,-0.172,-0.361,0.389,i,13.3,15.3,-14.2,i,0.39,1287,-2.3%,2.5,853,2.0,2.5,0.4
CN(C)C(=O)Nc1ccccc1CC[N+](=O)[O-],16.3%,-0.846,-0.247,-0.481,0.768,i,6.1,-1.4,-8.9,i,-0.02,1200,5.8%,-0.9,1097,2.6,2.6,8.3

# Carrying on:
SMILES,human PMI inhibitors,Dynein transport,Dynein transport cytoplasmic EGFP,Dynein transport nuclear GR-EGFP,Dynein transport cell count,Autophagy mod,Autophagy mod cell loss 18 h,WT yeast gro inh,WT yeast gro inh mutant strain,Yfh1-off respiration,Insulin prom up,Insulin prom up cell count,human PMI inhibition,bCat nuc transl,bCat nuc transl cell count 5 µM,MT stabilizer,MT stabilizer Hoechst-high %,MT stabilizer cytotoxicity %
CCOC(=O)c1cc2sc(C)cc2n1CC(=O)Nc1ccc2c(c1)OCCO2,6.0%,1.89,-0.218,1.11,-0.869,i,8.6,14.6,23.2,i,0.32,1251,7.8%,2.4,1189,2.4,1.6,12.3
Cc1cccc(N(C(=O)Nc2ccc(Cl)cc2)C2=NCC(C)S2)n1 (stereo unspecified),1.4%,-0.455,-0.311,-0.0794,0.811,i,34.3,5.7,7.9,i,-0.15,1395,-0.6%,0.7,1556,4.3,2.1,4.6
O=P(c1cccs1)(c1cccs1)c1cccs1,3.9%,1.82,-0.205,1.59,-1.3,i,2.2,10.3,-5.4,i,-0.29,1142,-5.4%,0.1,937,4.2,2.6,1.7
Cc1cc(C)nc(SCC(=O)Nc2ncccn2)n1,-2.0%,-0.586,-0.301,-0.568,0.841,i,12.4,-5.0,9.6,i,0.18,1253,2.7%,·,·,2.4,3.0,3.6
O=C(CN1CCOc2ccccc21)N1CCN(c2cccc(Cl)c2)CC1,·,-0.425,-0.242,-0.101,0.0466,i,2.1,1.6,2.0,i,·,·,·,·,·,2.5,2.6,1.6
O=C(Nc1c(C(=O)Nc2cccc(F)c2)oc2ccccc12)c1ccc2c(c1)OCO2,-0.4%,-0.365,-0.0134,-0.325,0.558,i,37.7,7.1,13.7,i,-0.47,1675,-1.7%,0.3,1298,8.5,29.2,15.2
CCOC(=O)C1CCN(C(=O)CCc2c(C)nc3cc(-c4ccc(OC)cc4OC)nn3c2C)CC1,-2.2%,0.846,-0.316,0.372,-0.132,i,11.8,11.7,5.1,i,·,·,1.8%,8.3,499,1.5,1.0,0.6
Cc1ccc(C)c(NC(=S)NC(C)C(c2cccs2)N2CCOCC2)c1 (stereo unspecified),13.9%,-0.811,-0.237,0.275,0.206,i,4.3,12.1,-12.2,i,0.4,1071,10.3%,1.7,568,4.5,2.2,4.6
COC(=O)COc1cccc2c(=O)n(CC(=O)N3CCCc4ccccc43)ccc12,14.2%,-0.126,-0.28,-0.0781,0.542,i,5.8,-2.2,3.1,i,0.45,2024,15.1%,-1.4,1120,4.5,4.7,7.2
COC(=O)c1ccccc1NC(=O)c1c(Br)cnn1C,-7.8%,-0.544,-0.174,-0.016,0.0233,i,-5.1,7.0,12.3,i,-0.1,1596,-9.6%,0.1,1314,2.9,1.6,3.8
CCSc1nsc(SCC)c1C(N)=O,-15.1%,-0.835,0.553,-0.212,0.39,i,-4.8,11.6,8.0,i,0.12,997,-21.7%,-0.8,1128,2.0,2.3,13.3
CC(CC(=O)O)CC(=O)Nc1cc(C(F)(F)F)cc(C(F)(F)F)c1 (stereo unspecified),·,1.59,-0.258,0.759,-0.167,·,·,·,·,i,0.15,1407,·,3.5,986,·,·,·
COc1ccc(Cl)cc1C(=O)Nc1ccccc1N1CCN(C)CC1,4.5%,1.76,0.176,1.33,-2.86,i,3.2,·,·,i,·,·,7.0%,·,·,2.3,1.6,6.7
CC(=O)c1cccc(N=Nc2c(C)[nH]c3ccccc23)c1,22.9%,0.159,-0.227,0.135,-0.361,i,5.2,-6.9,13.5,i,-0.06,1097,1.2%,1.0,878,1.2,1.6,11.1

# Screening results: PubChem, several laboratories
